# Source: PubChem BioAssay (several laboratories)
# PME-1 primary = PME-1 inhibitors via competitive probe labeling, primary screen, biochemical, fluorescence polarization, FP-Rh probe, HTS | 320,000 compounds, 0.53% hits | inhibition, % at 5.9 µM | Protein phosphatase methylesterase 1 (Homo sapiens), Q9Y570 | recombinant PME-1;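 active = inhibition above the campaign mean of all compounds plus 3 SD, cut at about 26% in these data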;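 also: competitive labeling of PME-1 active site by serine hydrolase directed probe; 0% = PME-1 with DMSO and 100% = wells lacking PME-1 enzyme; inhibitors block probe labeling so polarization falls and inhibition rises; many of its hits are not listed in these tables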
# Target sequence (Q9Y570 whole entry, looked up): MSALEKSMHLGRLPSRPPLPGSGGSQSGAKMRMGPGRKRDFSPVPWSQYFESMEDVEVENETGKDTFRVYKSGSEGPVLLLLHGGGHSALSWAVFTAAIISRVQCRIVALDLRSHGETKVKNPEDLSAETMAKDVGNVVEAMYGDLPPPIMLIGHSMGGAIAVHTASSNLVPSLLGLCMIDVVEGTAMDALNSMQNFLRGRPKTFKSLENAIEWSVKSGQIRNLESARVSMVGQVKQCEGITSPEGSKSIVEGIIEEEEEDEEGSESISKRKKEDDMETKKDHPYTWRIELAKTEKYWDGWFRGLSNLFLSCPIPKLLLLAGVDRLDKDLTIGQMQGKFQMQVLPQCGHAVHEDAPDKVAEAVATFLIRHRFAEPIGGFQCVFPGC
# MCL1 BIM primary = inhibitors of MCL1 binding to BIM-BH3, primary screen, biochemical, fluorescence polarization. Induced myeloid leukemia cell differentiation protein Mcl-1 (Homo sapiens), Q07820. GST-MCL1 / FITC-Bim-BH3 fluorescence polarization. inhibition, % at 10.9 µM. 320,000 compounds, 0.68% hits. AID 2057, 2009;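 active = inhibition above the mean inhibition of all tested compounds plus 3 SD, set per campaign, cut at about 40% in these data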;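 also: 0% = DMSO wells and 100% = unlabeled Bim-BH3 peptide control; higher means more loss of mP so more displacement of Bim peptide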
# GLD-1 TGE inh = GLD-1/TGE RNA complex disruptors, primary screen, biochemical, fluorescence polarization; inhibition, % at 5.96 µM; 320,000 compounds, 0.44% hits; purified GLD-1 + fluorescein TGE RNA; Female germline-specific tumor suppressor gld-1 (Caenorhabditis elegans), Q17339;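 active = percent inhibition above a per-plate cutoff, the plate mean of test compounds plus 3 SD, cut at about 30% in these data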;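 also: 0% = DMSO wells with GLD-1 and probe and 100% = wells lacking GLD-1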
# Target sequence (Q17339 whole entry, looked up): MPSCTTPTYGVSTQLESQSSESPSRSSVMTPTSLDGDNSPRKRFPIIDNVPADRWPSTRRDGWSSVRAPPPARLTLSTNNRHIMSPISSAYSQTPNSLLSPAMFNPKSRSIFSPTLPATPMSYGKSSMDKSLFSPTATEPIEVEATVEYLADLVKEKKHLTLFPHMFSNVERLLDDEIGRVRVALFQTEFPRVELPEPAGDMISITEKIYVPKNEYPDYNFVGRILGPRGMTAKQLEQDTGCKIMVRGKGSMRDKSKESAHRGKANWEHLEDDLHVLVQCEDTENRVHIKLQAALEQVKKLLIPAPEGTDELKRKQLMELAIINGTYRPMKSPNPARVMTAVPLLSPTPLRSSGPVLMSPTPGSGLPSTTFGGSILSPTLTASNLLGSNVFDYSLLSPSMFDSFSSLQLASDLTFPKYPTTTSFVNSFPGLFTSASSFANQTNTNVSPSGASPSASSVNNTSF
# GRK2 inh = compounds blocking aptamer binding on GRK2 – biochemical, human GRK2, bead flow cytometry, HTS, primary screen; FAM-aptamer displacement from GRK2; 330,000 compounds, 0.59% hits; inhibition of aptamer binding, % at 10 µM;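 active = inhibition of aptamer binding above 40%, roughly 3 SD of noise, on plates passing a quality check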;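 also: median bead fluorescence of bound FAM aptamer so fluorescent compounds give negative values; no value below 0 was filed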
# Fam108B counter = mouse Fam108B serine hydrolase inhibitors, primary screen, counter-screen for RBBP9 inhibitor project, biochemical, fluorescence polarization. recombinant Fam108B, FP-Rh probe fluorescence polarization. inhibition, % at 9.51 µM. 300,000 compounds, 0.33% hits. AID 1947, 2009;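 active = inhibition above the screen mean inhibition plus 3 SD, computed separately per campaign, cut at about 18% in these data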;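 also: inhibitors lower polarization as less probe binds the enzyme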
# Bcl-xL primary = inhibitors of human Bcl-xL, primary screen, biochemical, fluorescence polarization, HTS; Bcl-2-like protein 1 (Homo sapiens), Q07817; GST-Bcl-xL / FITC-Bim BH3 peptide fluorescence polarization; inhibition, % at 10.9 µM; 320,000 compounds, 0.7% hits;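 active = inhibition above the mean of all tested compounds plus 3 SD, cutoff set per campaign, cut at about 30% in these data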;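 also: 0% = DMSO wells and 100% = unlabeled Bim-BH3 peptide competitor; inhibitors lower millipolarization by displacing the labeled peptide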
# Efflux pump mplx = inhibitors of Candida efflux pumps in yeast, primary screen, S. cerevisiae, Nile Red, multiplex; S. cerevisiae Candida pump triplex; inhibition, % at 10 µM; 330,000 compounds, 0.44% hits; AID 485275, 2010;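 active = plate passing quality check with inhibition over a set limit, or well fluorescence over plate mean plus 4 SD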;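 also: Nile Red retained in pooled yeast measured as flow cytometry median fluorescence; 0% = buffer negative control and 100% = Enniatin B positive control; higher means more Nile Red kept so more efflux inhibition; some compounds called inactive have numbers as strong as hits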
# VLA-4 inh = inhibition in human VLA-4 binding assay, primary screen, VLA-4 allosteric modulator project, MLPCN library, flow cytometry, VLA-4 expressing cells; AID 2557, 2010; 330,000 compounds, 0.2% hits; Integrin alpha-4 (Homo sapiens), P13612; ligand binding flow cytometry; inhibition, % (about 7 µM as worked out from the volumes in the protocol); in the data active = inhibition above about 50%
# MEX-5 binding = MEX-5 zinc finger RNA-binding disruptors – biochemical, C. elegans, fluorescence polarization, MLPCN library, primary screen; MEX-5/FITC-TCR2 RNA binding; stronger effect = lower value; activity score (negative = inhibition of binding), % at 10 µM; 300,000 compounds, 0.38% hits; AID 1832, 2009;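 active = inhibition past about -25% in most replicates, and total fluorescence under double the plate's negative control median, limit read from the data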;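 also: 0% = DMSO and -100% = 5 µM competing unlabeled TCR2 RNA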
# Starred values were filed as active, the others as inactive; / = no result given. The list is partial; the hit share may differ from the screen's.
Structure,GLD-1 TGE inh,Fam108B counter,VLA-4 inh,Bcl-xL primary,MEX-5 binding,MCL1 BIM primary,GRK2 inh,PME-1 primary,Efflux pump mplx
O=C(CSc1nnc(-c2ccncc2)n1C1CCCCC1)Nc1cccc(O)c1,4,0,-2,0,-3.0,6,1,-6,-0.1
Cc1noc(C)c1C(=O)N(CC(=O)Nc1ccc(Cl)c(C(F)(F)F)c1)Cc1ccco1,7,/,13,1,/,-4,0,-7,0.3
COc1ccc(/C=C2/S/C(=N/N=C3\CC4CCC3(C)C4(C)C)NC2=O)cc1 (stereo not given),8,-1,12,2,-1.7,0,4,0,0.2
O=C(COc1ccc(Br)cc1)Nc1ccc2c(c1)C(=O)NC2=O,6,0,0,-2,0.8,2,1,-15,0.1
CCOC(=O)CSc1nnc2c(n1)C1(C)CCC2C1(C)C (stereo not given),-9,2,-33,1,0.1,2,2,5,-0.1
Cc1cc(C)c(NC(=O)CSCc2c(C)noc2C)c(C)c1,8,/,-4,3,/,6,0,-2,0.0
Cc1ccccc1-c1nc(CN2CCC(C(=O)N3CCC(C(N)=O)CC3)CC2)c(C)o1,-8,-1,-23,12,0.5,5,0,-7,-0.1
CCN(CC)c1ccc(/C=N/NC(=S)NCc2ccccc2)c(O)c1,7,3,-8,-8,-4.2,-16,42*,22,3.9
Nc1nc(N(Cc2ccccc2)Cc2ccccc2)nc(C(F)(F)F)n1,6,/,38,7,/,1,43*,25,-0.2
CN(C)c1ccccc1C(=O)c1ccccc1N(C)C,5,0,-1,11,-0.9,9,1,3,-0.2
CN(C)C(CNc1ncnc2sccc12)c1ccccc1 (stereo not given),-3,1,3,1,3.2,-1,1,1,0.1
O=CN1CCN(C(=O)COc2ccc(Cl)cc2Br)CC1,0,-1,21,5,-0.9,-4,1,-3,-0.1
CCCC(=O)Nc1cc(S(=O)(=O)N2CCCCC2)ccc1N1CCOCC1,-2,/,0,-6,/,-4,0,-1,0.0
Oc1sc(C=Nc2ccccc2)c2ccccc12,-101,11,-4,2,-11,-26,0,7,-0.1
COCCN(C(=O)CSc1nnc(-c2ccccc2F)n1N)c1c(N)n(Cc2ccccc2)c(=O)[nH]c1=O,2,-3,3,-8,3.1,-1,5,-4,0.2
COCC1CCN(C(=O)c2cc(COc3ccccc3SC)on2)C1 (stereo not given),-3,-1,11,6,1.1,-2,3,1,0.1
O=C(Nc1cccc(F)c1)NC1CCCc2ccccc21 (stereo not given),4,-2,5,3,-5.3,3,0,0,2.2
CC1COc2ccccc2N1C(=O)c1cccnc1Cl (stereo not given),-5,-9,-1,6,2.3,1,0,2,0.1
CC1=CC(C)(C)Nc2ccc(OC(=O)CN3C(=O)c4ccccc4C3=O)cc21,3,0,2,0,-1.3,-3,0,6,0.2
COC(=O)c1cc(S(=O)(=O)NCC(C)c2ccccc2)cn1C (stereo not given),2,-3,-7,-1,4.6,-6,0,-1,0.2
CCc1ccc(C(O)(C(C)C)C(CN2CCOCC2)c2ccccc2)cc1 (stereo not given),/,/,6,/,-1.8,/,2,/,0.2
ClCCN1C2=NCCCN2c2ccccc21,3,-1,9,7,-0.3,-1,0,5,-0.1
C=CCn1cc(Cl)cc(C(=O)Nc2ccccc2)c1=O,5,2,-1,-2,-0.7,-1,1,3,-0.1
FC(F)(F)c1ccccc1NC(=S)NN=C1CCCCCC1,-4,3,-4,6,-1.5,16,0,3,-0.2
Cc1ccccc1NC(=O)c1ccc(S(=O)(=O)N2CCCC2)cc1,0,-2,7,0,0.6,3,1,0,-0.1
Cc1cccc(OCC(=O)Nc2ccccc2C(F)(F)F)c1,4,-2,8,2,0.0,3,1,0,0.5
CCCCn1c(N)c(N(CCOC)C(=O)COC(=O)COc2c(C)cc(C)cc2C)c(=O)[nH]c1=O,-2,1,1,-5,1.3,-2,0,1,-0.1
CC(C)CCNc1nc2c(cc1C#N)COC(C)(C)C2,-4,2,3,8,0.4,7,1,-1,0.0
COC(=O)C1CN(C(=O)c2cccc(OC(F)F)c2)c2ccccc2O1 (stereo not given),-3,11,-3,-2,-0.3,-6,1,2,0.0
CCCCCCS(=O)[C@H]1CS(=O)(=O)C[C@@H]1S(=O)CCCCCC (stereo not given in full),-1,0,-1,11,0.7,16,4,-4,0.1
COc1ccc(N2CCN(C(=O)c3[nH]c4ccc(OC)cc4c3C)CC2)cc1,/,/,6,/,-0.8,/,1,/,0.1
NS(=O)(=O)c1ccc(F)c(C(=O)O)c1,3,0,2,3,-0.4,-3,3,-10,-0.2
COc1ccc(CCNC(=O)CCn2c(=O)c3cccn3c3ccc(F)cc32)c(OC)c1OC,6,6,6,3,-2.5,-1,0,4,0.0
O=C(CC1C(=O)N(c2ccc(F)cc2)C(=O)N1Cc1ccccn1)Nc1ccccc1 (stereo not given),4,8,1,1,-1.1,6,0,-2,-0.2
Cn1c(CC(=O)NNC(=O)c2cccnc2)nc2ccccc21,5,/,9,-4,/,7,0,-6,0.0
C1CCC(Nc2nnnn2C2CCCCC2)CC1,-1,1,1,7,-0.2,3,1,0,0.1
CCCC(C)C(=O)Nc1ccc(S(=O)(=O)N2CCCC2)cc1 (stereo not given),-1,-2,5,4,1.6,4,1,1,0.1
CC(C)CNC(=O)c1ccccc1NC(=O)c1ccccc1N(C)S(=O)(=O)c1ccccc1,8,3,/,5,1.4,14,1,-2,0.1
Cc1ccc(NC(=O)C2=NNC(=O)CC2)cc1S(=O)(=O)Nc1ccc(SC(F)F)cc1,2,/,9,1,/,2,0,-2,0.1
COc1ccc(N(CC(=O)NCc2ccco2)S(C)(=O)=O)cc1Cl,4,-5,5,-1,-1.4,0,1,1,0.3
CC(C)(C)NC(=O)Cn1nnnc1-c1nonc1N,-1,-3,-304,11,4.0,7,0,-3,0.0
COC(=O)c1sc(N2CCCCC2)c(C#N)c1N,-5,-2,9,12,0.2,3,1,8,0.1
O=C(O)CSc1c2c(nc3cc(C(=O)NCCN4CCOCC4)ccc13)CCC2,-2,2,4,6,-3.6,5,30,2,0.0
CC(Sc1ccc(Cl)cc1)C(=O)Nc1ccc(S(=O)(=O)N2CCOCC2)cc1 (stereo not given),1,-3,6,2,-0.3,9,0,-2,-0.1
CCOC(=O)N1CCN(C(=O)CN2C(=O)COc3ccc(S(=O)(=O)N4CCOCC4)cc32)CC1,-1,-3,-6,1,-0.3,-2,2,-3,0.1
O=C1C2CCCN2C(=O)N1CCCCN1CCN(c2cccc(Cl)c2)CC1 (stereo not given),3,1,24,1,-0.4,-4,100*,-2,0.1
Cc1scc(C(=O)N2CCN(S(C)(=O)=O)CC2)c1-c1ccccc1,-2,-8,2,-2,0.0,6,1,6,0.2
CC1(C)NC(=O)N(CC(=O)NNC(=O)c2ccccc2F)C1=O,2,/,48,1,/,-1,4,1,0.0
Cc1cc(C)c2c(CN3CCC(C)CC3)cc(=O)oc2c1C,2,2,-2,-1,1.4,-1,0,-5,0.0
CN(C(=O)C1CCCO1)C1CCS(=O)(=O)C1 (stereo not given),3,0,-1,5,0.1,-3,0,0,0.0
CCOc1ccc(Nc2nc(NCC3CCCO3)c3ccccc3n2)cc1 (stereo not given),-1,6,-2,6,0.3,2,0,-61,0.4
CC12CC3CC(C)(C1)CC(C(=O)NCc1ccco1)(C3)C2,0,1,0,-2,1.0,-3,0,4,0.0
CC1CCN(C(=O)CCNC(=O)c2ccccc2)CC1,-3,-2,4,0,0.3,-3,1,1,-0.3
CC(=O)n1cc([C@@H]2C=C(C(=O)N3CCN(Cc4ccccc4)CC3)O[C@H](OCc3ccc(CO)cc3)C2)c2ccccc21,3,1,0,5,-0.1,5,0,12,0.1
O=C(NCc1nnnn1-c1cccc(F)c1)c1ccc(S(=O)(=O)N2CCOCC2)cc1,12,0,20,4,-0.4,-2,0,3,-0.1
COCCCN(C(=O)c1ccccc1)c1nc(-c2ccc(OC)cc2)cs1,/,/,6,/,1.5,/,0,/,-0.3
COc1ccccc1C(=O)Nc1nnc(S(=O)(=O)N2CCC(C)CC2)s1,-7,0,-5,0,-3.3,-3,3,-2,0.1
N#Cc1sc2nc(C3CC3)cc(-c3ccccc3)c2c1N,10,0,-13,-2,-1.2,5,1,2,0.4
CCCCN(CC)CCCNC(=O)c1cn(CC(C)C)c(=O)c2c1c1ccccc1n2C,-6,-5,2,3,-0.8,4,0,2,0.0
COc1cc(/C=N/NS(=O)(=O)c2ccc(C)cc2)ccc1OCc1ccc(C(=O)O)cc1,8,-1,10,-1,-4.7,2,1,-1,0.0

# The results go on:
Structure,GLD-1 TGE inh,Fam108B counter,VLA-4 inh,Bcl-xL primary,MEX-5 binding,MCL1 BIM primary,GRK2 inh,PME-1 primary,Efflux pump mplx
CCOC(=O)C1(CC2CCCCO2)CCN(C(=O)Nc2ccccc2)CC1 (stereo not given),4,0,12,2,1.1,4,0,-2,0.0
Cc1ccc(O)c(-c2cc(C(=O)Nc3ccc(S(=O)(=O)Nc4nc(C)cc(C)n4)cc3)[nH]n2)c1,6,-4,19,6,-0.6,10,2,-20,2.6
CC(C)(C)/C(COc1ccccc1[N+](=O)[O-])=N/O,-8,3,13,2,-2.6,-1,2,7,-0.1
O=C(CCNC(=O)c1ccc(Br)o1)NC1CCCC1,5,-2,3,5,0.6,-4,0,1,0.0
CCCn1cc(SCC(N)=O)c2ccccc21,11,4,-4,1,-1.8,5,0,0,-0.1
CC(NC(=O)C(Cc1ccccc1)NC(=O)c1ccccc1)C(=O)O (stereo not given),0,1,-3,1,-2.1,0,0,10,0.2
O=C(NCCOc1ccc(Cl)cc1)c1ccc2ccccc2n1,54*,-2,-3,4,/,2,4,-2,0.0
CCOC(=O)N1CCC(Nc2c([N+](=O)[O-])cc(C(=O)O)cc2[N+](=O)[O-])CC1,-1,1,16,-12,0.0,-14,8,6,0.3
O=C(c1ccccc1)N1CCN(S(=O)(=O)N2CCCCC2)CC1,-2,-7,-11,0,-1.9,5,1,-2,-0.2
Cc1ccc(-c2nc(CS(=O)CC(=O)NCc3ccccc3)c(C)o2)cc1 (stereo not given),-6,-5,-6,6,2.8,2,0,3,-0.1
CCOC(=O)[C@@H]1[C@H]2COc3ccccc3[C@H]2N2C(=O)N(c3ccc(OC)cc3)C(=O)[C@]12C,3,-2,7,3,1.5,5,0,5,-0.2
CCOC(=O)c1c(C)[nH]c(C)c1S(=O)(=O)N(C)CC(=O)NCc1ccc(F)cc1,5,2,2,6,1.9,1,3,1,-0.1
